# High-throughput results deposited in PubChem BioAssay by National Center for Advancing Translational Sciences (NCATS).
# Epigenetic derep = regulators of epigenetic silencing causing reporter derepression in mouse cells | 280,000 tested, 0.2% active | Potency, µM (doses to about 53.9 µM), for the others: top-dose GFP activation, hits mostly activators | murine LDR cells, GFP reporter derepression, 30 h; note: % of control where 0% means no effect; nearly all actives have a fitted effect of over 60% in size
#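 Reporter derepression read as number of fluorescent GFP-positive objects, 20-120 um in size, counted by laser-scanning cytometer. Mouse LDR line with an epigenetically silenced CMV-GFP locus; compound incubation 30 h, 37 C.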
# GAA glycogen = inhibitors or activators of human alpha-glucosidase glycogen cleavage; 300,000 tested, 0.38% active; Potency, µM (doses to about 76.4 µM), for inactives: top-dose activity change, negative = inhibition, usual class: inhibitors; recombinant GAA, glycogen substrate, Amplex Red glucose oxidase fluorescence; P10253;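 note: 0% = full enzyme reaction and -100% = no-enzyme basal signal; the screen sought inhibitors and activators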
#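 Recombinant human alpha-glucosidase (4 nM final) hydrolysed bovine liver glycogen (30 ug) for 40 min at 37 C in pH 5.0 citrate/phosphate with 0.01% Tween-20. Released glucose detected by glucose oxidase/Amplex Red, Ex 573/Em 610 nm. Compounds up to 77 uM; AC50 from Hill fits.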
# Tau fluor counter = counter-screen for tau fibril formation inhibitors | tau K18 P301L Alexa594 fluorescence, heparin fibrillization | AID 1463 | 280,000 tested, 0.93% active | Potency, µM (series often up to 57.7 µM), inactives show at the highest dose activity change, negative = decrease; note: % is set by controls: 0 for no effect and ±100 for the full control effect; nearly all actives have a fitted effect of over 55% in size
#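 Human tau K18 P301L (15 uM unlabeled, 0.24 uM Alexa 594-labeled) in 100 mM sodium acetate pH 7 with 20 uM heparin, 6 hr at 37 C. ThT 30 uM added, 1 hr ambient; Alexa 594 FP and total fluorescence read at 555/632 nm.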
# An asterisk follows results filed as active; ? = inconclusive; / = not tested or not shown; [ ] = remark or other dose. Calls come from the whole dose curve; as a rule, active = well fitted curve in the direction sought with a large enough effect; inconclusive = small, poorly fitted or top-dose-only effect, or another doubt; inactive = no such curve, though single readings can be large; an effect the other way counts as inactive or inconclusive. Potency is the fitted concentration of half-maximal effect. An excerpt; rates above refer to the full screens.
SMILES | Epigenetic derep | Tau fluor counter | GAA glycogen
COc1ccc(OC)c(NC(=O)CSc2cn(CC(=O)N3CCOCC3)c3ccccc23)c1 | 9.1% | -10% | 15%[76.3 µM]
COc1ccc(NC(=O)Nc2cccc(C)n2)c(OC)c1 | -0.3% | -19% | 3%
O=C(NCCCCc1ccccc1)c1nn(-c2ccccc2)nc1CO | -3.1% | -13% | 8%[76.3 µM]
COc1ccc(-c2nc(CSCC(=O)NCCC(C)C)c(C)o2)cc1OC | -1.1% | -12% | -9%[76.3 µM]
Oc1ccccc1Nc1nc(-c2ccccc2)c2cc(Cl)ccc2n1 | 10.0% | ? | ?
CCOc1ccc(/C=C/C(=O)Nc2sc3c(c2C(=O)OC)CCCC3)cc1 | 2.2% | -17% | 2%[76.3 µM]
COc1ccccc1Cn1cc(C(=O)c2ccc(C)cc2)c(=O)c2cc(F)cc(F)c21 | 0.0% | 5% | 14%[76.3 µM]
N#Cc1ccccc1NC(=O)C(=O)NCC(c1cccnc1)N1CCc2ccccc21 (centres undefined) | 0.8% | -5% | -9%[76.3 µM]
COc1ccc2[nH]cc(CCNC(=O)Nc3c(C)cccc3C)c2c1 | -1.0% | -18% | -2%[76.3 µM]
COc1ccc(N2CCN(C(CNC(=O)C(=O)NCCc3ccccc3)c3cccnc3)CC2)cc1 (centres undefined) | 0.0% | -2% | 10%[76.3 µM]
Cc1ccc(C)c(-n2nnc(-c3nc(-c4ccc(Cl)cc4)no3)c2N)c1 | -1.7% | -4% | 6%[76.3 µM]
CCOc1sc2nc(C)n(CC(=O)Nc3cccc(C)c3)c(=O)c2c1C | 0.1% | -5% | -3%[76.3 µM]
Cc1cccc(C)c1NC(=O)C1CCCN(S(=O)(=O)c2c(C)noc2/C=C/N(C)C)C1 (centres undefined) | -1.7% | -21% | -14%[76.3 µM]
COc1ccccc1C(=O)Nc1ccc2nc(SCC(=O)N3CCCc4ccccc43)sc2c1 | 4.8% | -24% | -3%[76.3 µM]
CCOC(=O)c1sc(NC(=O)c2nc3ncccn3n2)c(C(=O)OC)c1C | 0.1% | 5% | 14%[76.3 µM]
CCCNC(=O)C1CCC(Cn2c(=O)c3sccc3n(CC(=O)NCc3cccc(OC)c3OC)c2=O)CC1 (centres undefined) | 1.8% | -7% | -2%[76.3 µM]
N#Cc1ccccc1NC(=O)c1cc2c(=O)n3ccccc3nc2s1 | -1.8% | -10% | 0%[76.3 µM]
COc1ccc(COC(=O)c2[nH]c3c(c2C)C(=O)CC(c2ccc(OC)c(OC)c2)C3)cc1 (centres undefined) | 5.6% | -24% | 10%[76.3 µM]
COc1cccc(CNC(=O)Cn2cccc2C(=O)c2ccccc2)c1 | -1.3% | -9% | -10%[76.3 µM]
CCn1c(=O)c2cc(C(=O)Nc3cc(C)c(Cl)cc3OC)sc2c2ccccc21 | 1.1% | -1% | -9%[76.3 µM]
COc1ccccc1Nc1c2c(nc3ccc(NC(=O)c4ccc(OC)c(OC)c4)cc13)CCCC2 | 0.0% | ? | -21%[76.3 µM]
CCOc1cc(-c2nc(-c3ccc(-c4ccc(C)cc4)nc3OC)no2)cc(OCC)c1OCC | 1.0% | -5% | 1%[76.3 µM]
O=C(C1CCN(S(=O)(=O)c2cccc3nonc23)CC1)N1CCN(c2ccc(F)cc2)CC1 | -1.8% | -20% | 12%[76.3 µM]
Cc1ccc(NC(=O)CCC(=O)N2CCSc3ccccc32)cc1Cl | 1.0% | -27% | -6%[76.3 µM]
Cc1ccccc1C(=O)N1CCC(C(=O)Nc2ccc(F)cc2F)CC1 | -0.7% | 0% | 18%[76.3 µM]
COc1ccc(-n2c(=O)c3ccc(C(=O)NCc4ccc(C)cc4)cc3n(Cc3ccc(C)cc3)c2=O)cc1 | 3.8% | -5% | 12%[76.3 µM]
CC1CCN(S(=O)(=O)c2ccc3c(c2)N(CC(=O)NCC(C)c2ccccc2)C(=O)CO3)CC1 (centres undefined) | -0.8% | -21% | 6%[76.3 µM]
Oc1ccc(NCc2ccc(OCc3ccccc3)cc2)cc1 | ? | ? | ?
CCCCCSc1nc2sc3c(c2c(=O)n1-c1ccc(OC)cc1)CCN(C(C)=O)C3 | 9.1% | -19% | -22%[76.3 µM]
CCOc1ccc(-n2c(=O)c3c(C)c(C)sc3n(CC(=O)N(CC)Cc3ccccc3)c2=O)cc1 | -0.9% | -11% | 3%[76.3 µM]
COc1ccc(NC(=O)CSc2nc3cc(OC)c(OC)cc3c3nc(-c4ccccc4)nn23)cc1Cl | -2.5% | -17% | -5%[76.3 µM]
CCc1ccc(S(=O)(=O)Nc2cc(-c3cn4ccccc4n3)ccc2C)cc1 | -2.0% | -6% | /
Cc1ccc(C(=O)NCCSc2c[nH]c3ccccc23)cc1C | -1.0% | 16µM*[quencher] | -15%[76.3 µM]
Cc1cc(Cl)ccc1OCC(=O)N(Cc1ccc(N(C)C)cc1)CC1CCCO1 (centres undefined) | -1.6% | -19% | -26%[76.3 µM]
COc1cc(OC)cc(C(=O)Oc2c(Sc3ccccc3)c(C)nn2C(C)(C)C)c1 | 1.4% | -15% | 1%[76.3 µM]
O=C(c1ccc2c(c1)N(Cc1ccc(Cl)cc1)C(=O)c1ccccc1S2(=O)=O)N1CCc2ccccc21 | -1.1% | -17% | -8%[76.3 µM]
Cc1cccc(CCNC(=O)C2CCN(c3ncnc4c3nc3n4CCCCC3)CC2)c1 | -1.2% | -1% | -9%[76.3 µM]
COc1ccc(Br)cc1C1Sc2ccccc2NC2=C1C(=O)c1ccccc12 (centres undefined) | 2.1% | ? | 18%[76.3 µM]
O=C1c2[nH]nc(-c3ccccc3O)c2C(c2ccc(F)cc2)N1CCO (centres undefined) | -1.9% | -11% | -2%[76.3 µM]
Cc1ccc(CN2CCC(CNC(=O)Nc3cccc(Cl)c3C)C2)cc1 (centres undefined) | 0.2% | -8% | 17%[76.3 µM]
N#C/C(=C\c1ccc(-c2ccc(Br)cc2)o1)C(=O)Nc1ccccc1O | -0.8% | -9% | 9%[76.3 µM]
COc1ccc(Nc2nnc(-c3ccc(C)c(S(=O)(=O)N4CCN(C)CC4)c3)c3ccccc23)cc1 | -0.1% | ? | 11%[76.3 µM]
Cc1ccc(NC(=O)Cn2cc(S(=O)(=O)c3ccc(F)cc3)c(=O)c3cc4c(cc32)OCO4)cc1 | 7.0% | -9% | 7%[76.3 µM]
CCn1c(=O)cc(OCC(=O)N2CCN(c3ccc(C(C)=O)cc3)CC2)c2ccccc21 | -1.1% | -3% | 2%[76.3 µM]
COc1ccc(CNC(=O)Cn2c(=O)oc3cc(S(=O)(=O)N4CCC(C)CC4)ccc32)cc1 | 0.9% | -4% | 2%[76.3 µM]

# Rewritten field by field: part of the list above.
N#C/C(=C\c1ccc(-c2ccc(Br)cc2)o1)C(=O)Nc1ccccc1O
  Epigenetic derep = -0.8%
  Tau fluor counter = -9%
  GAA glycogen = 9%[76.3 µM]

COc1ccc(Nc2nnc(-c3ccc(C)c(S(=O)(=O)N4CCN(C)CC4)c3)c3ccccc23)cc1
  Epigenetic derep = -0.1%
  Tau fluor counter = ?
  GAA glycogen = 11%[76.3 µM]

# (next part)
SMILES | Epigenetic derep | Tau fluor counter | GAA glycogen
Cc1ccc(CNC(=O)Cn2cc(S(=O)(=O)Cc3cccc(Cl)c3)c3ccccc32)cc1 | 1.2% | -21% | -6%[76.3 µM]
Cc1nn(Cc2ccc(Cl)c(Cl)c2)c(C)c1NC(=O)c1noc2c1CCc1ccccc1-2 | -1.8% | -7% | 6%[76.3 µM]
Cc1cccc(NS(=O)(=O)c2ccc3[nH]c(=O)[nH]c3c2)c1C | 4.9% | -27% | -5%
CCC12CN3CC(CC)(CN(C1)C3c1ccc(OCc3ccccc3)cc1)C2=O (centres undefined) | -2.7% | -5% | 4%[76.3 µM]
COc1cccc(CNC(=O)C(CC(C)C)NS(=O)(=O)c2ccc3c(c2)oc(=O)n3C)c1 (centres undefined) | -2.1% | -22% | -4%[76.3 µM]
CCCS(=O)(=O)N1CC(=O)N(c2cccc(Cl)c2)C(C)(C(=O)NC2CCCCC2)C1 (centres undefined) | 1.2% | -1% | -1%[76.3 µM]
Cc1ccc(C)c(N(C)C(=O)CCNC(=O)Cn2cnc3ccccc3c2=O)c1 | -1.6% | 4% | 14%[76.3 µM]
CC(=O)N1CCc2c(sc3c2c(=O)n(-c2ccccc2C)c(=O)n3CC(=O)c2ccccc2)C1 | -0.2% | -15% | 3%[76.3 µM]
CN(Cc1ccccc1)C(=O)Nc1ccc2c(c1)N(C)C(=O)c1ccccc1S2 | -1.2% | -14% | -10%[76.3 µM]
COc1ccc(C(=O)N2CC(=O)Nc3ccc(C)cc3C2c2ccccc2)cc1OC (centres undefined) | -0.3% | -13% | 5%[76.3 µM]
CCCCN(CCCC)CC(O)Cn1cc(/C=C/C(=O)c2ccccc2)c2ccccc21 (centres undefined) | 8.5% | ? | 11%[76.3 µM]
CCC1CN(S(=O)(=O)c2cc(-c3cc(C)no3)ccc2OC)c2cc(C)ccc2O1 (centres undefined) | ? | -29% | -3%[76.3 µM]
COc1cccc2cc(C(=O)NCCc3c(C)[nH]c4ccc(Br)cc34)c(=O)oc12 | 3.8% | ? | -2%[76.3 µM]
COC(=O)c1ccc(-c2nc(-c3ccc(OC)c(OC)c3)no2)cc1 | -1.9% | -5% | -9%[76.3 µM]
CCN(CC)C(=O)Cn1cc(SCC(=O)Nc2cc(OC)ccc2OC)c2ccccc21 | 6.4% | -13% | 16%[76.3 µM]
COc1ccc(S(=O)(=O)N(C(=O)c2ccncc2)c2ccc3oc(C)c(C(C)=O)c3c2)cc1 | 1.0% | -20% | -4%[76.3 µM]
CCc1ccc(S(=O)(=O)c2nnn3c2nc(N2CCN(c4ccccc4)CC2)c2cc(Cl)ccc23)cc1 | 2.2% | -4% | 0%[76.3 µM]
COc1cc(C2c3c(-c4ccccc4O)n[nH]c3C(=O)N2CCO)ccc1OCc1ccccc1 (centres undefined) | -1.9% | -16% | 14%[76.3 µM]
COc1ccccc1-c1nnc(C2CCN(C(=O)c3cccc(Cl)c3)CC2)o1 | -2.3% | -14% | -14%[76.3 µM]
COc1ccc(C(=O)Nc2ccc(N3CCOCC3)c(C(F)(F)F)c2)cc1OC | -1.3% | ? | -9%[76.3 µM]
COc1ccc(OC)c(NC(=O)Cc2c(C(=O)O)n(C)c3ccc(C)cc23)c1 | 1.0% | -11% | -6%[76.3 µM]
CCOc1ccccc1N(CC(=O)N1CCc2ccccc2C1)S(=O)(=O)c1ccccc1 | -0.8% | -9% | 4%[76.3 µM]
COc1cccc(N2CCN(S(=O)(=O)c3cc(Br)cc4c3N(C(=O)C3CC3)CC4)CC2)c1 | 0.3% | ? | 7%[76.3 µM]
COc1ccc(NC(=O)CSC2=Nc3ccccc3C3=NC(CCC(=O)NC4CCCCC4)C(=O)N23)cc1Cl (centres undefined) | 3.2% | -17% | 1%[76.3 µM]
Cc1ccc(S(=O)(=O)c2cn(CC(=O)Nc3ccc4c(c3)OCO4)c3ccccc3c2=O)cc1C | -4.3% | ? | -4%[76.3 µM]
CCOc1ccc(CNCc2c(C(=O)O)c(C)n(Cc3ccc(C)cc3)c2C)cc1 | -1.3% | -3% | -6%[76.3 µM]
CCC(Oc1ccccc1)C(=O)Nc1ccc(O)c(-c2nc3cc(C)ccc3o2)c1 (centres undefined) | -3.2% | -15% | 15%[76.3 µM]
N#Cc1c(C(F)(F)F)cc(-c2cccs2)nc1SCC(=O)Nc1cccc(Br)c1 | 10µM* | ? | 14%[76.3 µM]
COc1ccc(C(=O)c2cn(CC(=O)Nc3cc(OC)cc(OC)c3)c3ccc(OC)cc3c2=O)cc1 | 2.6% | -11% | 10%[76.3 µM]
Cc1ccc(NC(=O)Cn2c(=O)n(Cc3ccc4c(c3)OCO4)c(=O)c3ccccc32)cc1 | -0.7% | -21% | 11%[76.3 µM]
CCOc1ccc(CCNC(=O)NCc2noc3ccc(C)cc23)cc1 | -1.4% | -13% | 8%[76.3 µM]
CCC(C(=O)Nc1ccccc1C(=O)OC)n1c(C)c2cnn(-c3ccccc3)c(=O)c2c1C (centres undefined) | 1.9% | -20% | -10%[76.3 µM]
Cn1c(=O)c2c(-c3cccc(Br)c3)n(C(C)(C)CO)cc2n(C)c1=O | -5.8% | -7% | 11%[76.3 µM]

# Structures listed so far with a COOH group (2):
SMILES | Epigenetic derep | Tau fluor counter | GAA glycogen
COc1ccc(OC)c(NC(=O)Cc2c(C(=O)O)n(C)c3ccc(C)cc23)c1 | 1.0% | -11% | -6%[76.3 µM]
CCOc1ccc(CNCc2c(C(=O)O)c(C)n(Cc3ccc(C)cc3)c2C)cc1 | -1.3% | -3% | -6%[76.3 µM]
